# POLB inh: qHTS Assay for Inhibitors of DNA Polymerase Beta; P06746; Pol beta primer extension/strand displacement, fluorescence kinetic; Potency, µM (doses to about 114 µM), for inactives: top-dose activity change, negative = inhibition, usual class: inhibitors; hit rate 1.3% among 340,000; AID 485314, 2010; note: potency is the fitted concentration of half-maximal effect; % is set by controls: 0 for no effect and ±100 for the full control effect
#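 Enzyme-only controls used 10 nM Pol beta; buffer lacking enzyme served as negative control. Compound preincubated 15 min, then 50 nM substrate added; 0 and 10 min reads at room temperature.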
# Anesthetic bind: qHTS Assay for Identification of Novel General Anesthetics. Ferritin light chain (Equus caballus), P02791. apoferritin/1-aminoanthracene competitive binding, fluorescence. Potency, µM (highest dose often 77.5 µM), for the others: top-dose activity change, negative = displacement, usual class: inhibitors. hit rate 0.074% among 350,000. AID 485281, 2010; note: potency is the fitted concentration of half-maximal effect; % is set by controls: 0 for no effect and ±100 for the full control effect; nearly all actives have a fitted effect of over 20% in size
# Target sequence (P02791 2-175 limits assumed): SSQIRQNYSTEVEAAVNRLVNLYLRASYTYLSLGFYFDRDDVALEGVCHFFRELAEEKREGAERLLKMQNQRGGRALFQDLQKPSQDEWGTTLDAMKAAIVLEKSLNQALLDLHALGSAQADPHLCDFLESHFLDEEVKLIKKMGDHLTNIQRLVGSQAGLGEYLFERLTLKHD
#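 10 uM apoferritin + 50% sat. 1-AMA, PBS; cpd 10 min RT; Ex380/Em535 endpoint; normalized to free probe vs complex; 4-param Hill fit; propofol titration as pos. ctrl.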
# LDHA block: qHTS assay for inhibitors of human lactate dehydrogenase; purified LDHA, NADH/diaphorase-resazurin fluorescence; stronger effect = lower value; hit rate 0.15% among 480,000; L-lactate dehydrogenase A chain (Homo sapiens), P00338; activity change, % (values are at about 110 or 230 µM); in the data active = activity change below about -30%; inconclusive = mostly about -25% to -30%;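 note: plate controls were DMSO wells for no effect and wells without enzyme for full effect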
#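 Enzyme activity of human lactate dehydrogenase 5 (2 nM; 0.06 mM NADH, 0.2 mM pyruvate, 5 min, RT) is measured via a resazurin/diaphorase fluorescence readout of residual NADH.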
# APE1 inh: qHTS Assay for Inhibitors of the Human Apurinic/apyrimidinic Endonuclease 1 (APE1). hit rate 0.35% among 350,000. DNA repair nuclease/redox regulator APEX1 (Homo sapiens), P27695. recombinant APE1, TAMRA/BHQ-2 abasic DNA cleavage fluorescence. Potency, µM (series often up to 65.8 µM), for inactives: at the highest dose activity change, negative = inhibition, hits mostly inhibitors;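 note: potency is the fitted concentration of half-maximal effect; plate controls were vehicle for no effect and reference inhibitor for full effect; nearly all actives have a fitted effect of over 55% in size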
#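 Enzyme (0.75 nM final) and test compound are incubated 15 min at room temperature before adding 50 nM quenched THF abasic-site duplex. Cleavage dequenches TAMRA, followed at 525/598 nm over three reads one minute apart.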
# POLH inh: qHTS for Inhibitors of Polymerase Eta. AID 588591, 2011. hit rate 1.2% among 390,000. DNA polymerase eta (Homo sapiens), Q9Y253. recombinant Pol eta, fluorescent DNA replication assay. Potency, µM (series often up to 114 µM), inactives show at the top dose activity change, negative = inhibition, actives largely listed as inhibitors; note: potency is the fitted concentration of half-maximal effect; % is set by controls: 0 for no effect and ±100 for the full control effect
#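 Pol eta (10 nM) was preincubated with compounds for 15 min at room temperature, after which fluorescent replication substrate (50 nM final) was added to start the reaction. Fluorescence was read kinetically at 0 and 10 min.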
# POLI inh: qHTS for Inhibitors of Polymerase Iota; DNA polymerase iota (Homo sapiens), Q9UNA4; Pol iota fluorescent replication assay, 10 min; Potency, µM (doses to about 115 µM), for inactives: at the top dose activity, negative = inhibition, most hits filed as inhibitors; hit rate 1% among 390,000; note: potency is the fitted concentration of half-maximal effect
#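 Fluorescent replication assay read twice, at 0 min and 10 min after adding 50 nM (final) substrate. Enzyme (10 nM) and compounds were first incubated 15 min at room temperature; enzyme-free buffer wells were negative controls.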
# GRP78 ERSR act: qHTS for Inducers of the Endoplasmic Reticulum Stress Response (ERSR) in Human Glioma: qHTS. Potency, µM, for inactives: at the highest dose activation, hits mostly activators. AID 602332, 2012. hit rate 0.02% among 420,000. U87-MG GRP78 promoter luciferase reporter, 16 h; note: potency is the fitted concentration of half-maximal effect; series mostly up to about 76 µM; % of control where 0% means no effect; nearly all actives have a fitted effect of over 35% in size
#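 Stably transfected U87-MG human glioma cells carrying a GRP78-based luminescent sensor were seeded at 1000 cells/well, pin-dosed with compounds and incubated 16 h. Luciferase reagent was then added, and end-point luminescence was read after 10 min at room temperature.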
# BLM inh: qHTS Assay for Inhibitors of Bloom's syndrome helicase (BLM) | hit rate 0.2% among 350,000 | AID 2528, 2010 | recombinant BLM DNA unwinding, fluorescence dequenching | Potency, µM (series often up to 56.1 µM), for inactives: at the highest dose activity change, negative = inhibition, most hits filed as inhibitors | RecQ-like DNA helicase BLM (Homo sapiens), P54132;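 note: potency is the fitted concentration of half-maximal effect; plate controls were vehicle for no effect and no enzyme for full effect; nearly all actives have a fitted effect of over 35% in size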
# Pol kappa inh: qHTS for Inhibitors of Polymerase Kappa; DNA polymerase kappa (Homo sapiens), Q9UBT6; hit rate 0.53% among 400,000; Potency, µM (series often up to 107 µM), inactives show at the highest dose activity, negative = inhibition, actives largely listed as inhibitors; purified Pol kappa, fluorescent DNA synthesis assay, 10 min; AID 588579, 2011; note: potency is the fitted concentration of half-maximal effect; % is set by controls: 0 for no effect and ±100 for the full control effect
# Target sequence (Q9UBT6 whole entry, looked up): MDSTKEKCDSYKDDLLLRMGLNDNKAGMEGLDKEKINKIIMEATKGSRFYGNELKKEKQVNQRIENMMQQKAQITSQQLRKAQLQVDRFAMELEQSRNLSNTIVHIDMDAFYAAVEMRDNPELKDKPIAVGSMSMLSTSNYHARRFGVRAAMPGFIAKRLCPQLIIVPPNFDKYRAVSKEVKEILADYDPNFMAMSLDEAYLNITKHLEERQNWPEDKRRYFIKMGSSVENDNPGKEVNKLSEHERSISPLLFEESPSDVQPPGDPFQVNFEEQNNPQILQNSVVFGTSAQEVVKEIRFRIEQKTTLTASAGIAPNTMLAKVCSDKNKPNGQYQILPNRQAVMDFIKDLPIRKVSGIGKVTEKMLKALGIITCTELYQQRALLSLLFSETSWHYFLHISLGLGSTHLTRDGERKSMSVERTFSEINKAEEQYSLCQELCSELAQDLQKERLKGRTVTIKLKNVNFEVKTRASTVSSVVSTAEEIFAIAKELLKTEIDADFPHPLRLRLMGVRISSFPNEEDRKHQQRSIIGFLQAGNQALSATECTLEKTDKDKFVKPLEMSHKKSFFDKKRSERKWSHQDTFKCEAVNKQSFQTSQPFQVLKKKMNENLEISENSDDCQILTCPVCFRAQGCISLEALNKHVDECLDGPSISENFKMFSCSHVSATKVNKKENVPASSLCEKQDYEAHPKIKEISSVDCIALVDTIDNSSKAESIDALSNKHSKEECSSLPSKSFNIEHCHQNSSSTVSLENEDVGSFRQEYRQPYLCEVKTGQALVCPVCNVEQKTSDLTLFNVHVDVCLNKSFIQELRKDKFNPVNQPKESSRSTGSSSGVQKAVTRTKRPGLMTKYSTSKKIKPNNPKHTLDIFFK
#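 Activity was followed as the change in fluorescence between reads at 0 and 10 min after starting the reaction with 50 nM substrate. Beforehand, 10 nM polymerase had been preincubated with compound for 15 min at room temperature.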
# * marks the source's active call; other numbers are inactive results; ? = inconclusive; · = no result given; & = joins results of further samples; [ ] = another dose, or the depositor's remark. Unless noted, calls come from the whole dose curve; as a rule, active = well fitted curve in the direction sought with a large enough effect; inconclusive = small, poorly fitted or top-dose-only effect, or another doubt; inactive = no such curve, though single readings can be large; an effect the other way counts as inactive or inconclusive. The list is partial (hit frequency here may not be typical).
# Sequence of screens: POLB inh, Anesthetic bind, LDHA block, APE1 inh, POLH inh, POLI inh, GRP78 ERSR act, BLM inh, Pol kappa inh
CC(COc1ccccc1)N1CCC(CO)(CCc2ccccc2)CC1 (configuration not stated)
    0%, ?, -5, ?, -17%, 42%[activator], -2%, -5%, 2%
COCCCNC(=O)C1CCN(Cc2cc3ccccc3n2Cc2cccc(C)c2)CC1
    12%, -6%, 1, ·, -18%, 17%, -2%, -1%, -6%[60.1 µM]
COc1cccc(C(=O)Nc2cccc3cccnc23)c1OC
    -4%, -12%, -5, -6%, -21%, 12%, 6%, -2%, -15%
CNC(=O)c1ccc(-c2sc3nc(N4CCOCC4)c4c(c3c2N)CC(C)(C)OC4)o1
    -2%, 73%[activator], 10, -3%, -9%, 3%, -2%, 0%, -11%
CN(C)Cc1c(C(=O)N/N=C/c2cccc(OCc3c(F)cccc3Cl)c2)nnn1-c1nonc1N
    0%, -1%, -4, 70%[activator], 3%, -8%, -1%, 0%, 6%
CC(Oc1ccccc1)C(=O)Nc1cc(Cl)ccc1-n1cncn1 (configuration not stated)
    ·, ·, 3, 23%, -21%, -3%, -1%, ·, -2%
COc1ccc(OC)c(N(CC(=O)NCCSCc2ccco2)S(=O)(=O)c2ccccc2)c1
    -18%, 3%, -1, 43%, -10%, 16%, -3%, -7%, -12%
Cc1ccc(C)c(NC(=O)CCn2nc(C)cc2C)c1
    24%, -8%, -6, 1%, -7%, 0%, -1%, 0%, -5%
O=c1c2[nH]c3ccc(F)cc3c2ncn1CCCN1CCOCC1
    -11%, -12%, -7, ?, -10%, 1%, 12%, 0%, -1%
COC(=O)CC1[C@@]2(C)C[C@]34OC5(C)OC6(C7CC(=O)OC(c8ccoc8)[C@]7(C)CCC6(O5)[C@]13C)C(OC(C)=O)[C@]4(OC(C)=O)C2OC(C)=O (some centres not stated)
    ·, -1%, ·, 0%, ·, ·, -3%, -1%, -5%[60.1 µM]
COc1ccc(C)cc1N(CC(=O)N/N=C/c1ccccc1C(=O)O)S(=O)(=O)c1ccccc1
    -11%, -12%, 4, 1%, -12%, -8%, -2%, -3%, 6%
COc1ccc(CN2CCC(CO)(Cc3ccccc3)CC2)cc1Cn1cccn1
    3%, -13%, -6, 3%, 1%, 16%, 1%, 17%, -3%
CCOc1ccc(N(CC(=O)NN=C2CCN(C)CC2)S(=O)(=O)c2ccc(Br)cc2)cc1
    -6%, -7%, -7, 9%, -16%, 5%, -6%, -3%, -13%
CNC(=S)n1cnc(N)n1
    -27%, -2%, 0, 0%, -4%, -37%, -3%, -3%, -13%
Cc1ccc(C)c(-c2[nH]c3c(c2-c2c(-n4cccc4)n(C)c(=O)[nH]c2=O)c(=O)[nH]c(=O)n3C)c1
    16%, -4%, 6&0, ·, -13%, 2%, -2%, -2%, -17%

# Quoted from the listing.
# LDHA block, `Cc1ccc(C)c(NC(=O)CCn2nc(C)cc2C)c1` reads -6
# POLI inh, `CN(C)Cc1c(C(=O)N/N=C/c2cccc(OCc3c(F)cccc3Cl)c2)nnn1-c1nonc1N` reads -8%

# Later entries
# Sequence of screens: POLB inh, Anesthetic bind, LDHA block, APE1 inh, POLH inh, POLI inh, GRP78 ERSR act, BLM inh, Pol kappa inh
CC(=O)N(c1ccccc1)c1nc(C)cc(C)c1C#N
    12%, -1%, -10, 11%, -15%, 29%, -2%, 3%, -12%
Cc1ccc(-c2c(C(=O)N3CCOCC3)oc(=O)c3ccccc23)cc1
    0%, -11%, -6, -6%, 1%, 13%, 0%, 1%, -16%
COCCNS(=O)(=O)c1ccc(SC)cc1
    3%, 5%, -7, -9%, 9%, -25%, -2%, -3%, -4%
COc1ccc(/C=C/c2cc(O)cc(OC3OC(CO)C(O)C(O)C3O)c2)cc1 (configuration not stated)
    ·, ·, -3, ·, -9%, -2%, 2%, ·, -6%
CCOc1ncccc1C(=O)OCCCC(=O)c1ccc(Br)cc1
    ·, ·, -8, -6%, -13%, -4%, 0%, ·, -7%
CC1(C)Cc2c(sc3[nH]c(=S)n(Cc4ccccc4)c(=O)c23)CO1
    3%, -4%, -3, 0%, 4%, -7%, -5%, 3%, -5%
COC(=O)c1c(NC(=O)c2ccccc2F)sc(C(=O)N2CCOCC2)c1C
    41%, 2%, -2, 6%, -10%, 12%, -1%, -1%, -7%
CN(C)c1ncc2nc(-c3cccs3)c(=O)n(CCC#N)c2n1
    ·, ·, ·, -1%, ·, ·, -3%, 2%, -10%[60.1 µM]
S=C(Nc1ccccc1)N1CCOCC1
    0%, 2%, -6, 4%, -23%, 77%[activator], -3%, 4%, -3%
Cn1c(NN)nc2ccccc2c1=O
    1%, -11%, -4, 0%, -10%, 4%, -4%, 3%, -4%
COc1ccc(C(=O)Nc2cc(C)nn2-c2ccc(F)cc2)cc1
    1%, 1%, -3, 35%, -3%, -7%, -2%, -1%, -4%
NC(=O)c1ccsc1NC(=O)COC(=O)c1cc(Cl)ccc1O
    ·, ·, -6, -16%, -7%, -10%, 0%, ·, -4%
CCOc1ccc(NCc2nnc(SCC(=O)Nc3cc(C)on3)n2-c2ccccc2OC)cc1
    0%, -8%, 37, 8%, -1%, -16%, -3%, 2%, -8%
COc1cccc(C(=O)NC2CCCc3ccccc32)c1 (configuration not stated)
    9%, ?, -9, 58%[activator], 7%, 52%[activator], 1%, -8%, -8%
CCCn1c(C(C)Nc2nc(-c3ccc(C)cc3)cs2)nc2cc(Cl)c(Cl)cc21 (configuration not stated)
    67%, ?, -2, -14%, -19%, 19%, -2%, -8%, 0%
COC(=O)c1sc(N2C(=O)C(O)=C(C(=O)c3ccc(C)o3)C2c2ccco2)nc1C (configuration not stated)
    52%, -4%, -3, 10%, -7%, ?, 0%, -11%, -26%
CCOC(=O)c1c(C)n(-c2ccc(C)cc2)c2ccc(O)c(CN(C)C)c12
    -15%, -16%, 6, 4%, -21%, 77%[activator], -7%, 41%[activator], -3%
CC(C)n1c(-c2ccncc2)n[nH]c1=S
    59%[activator], -6%, -12, 16%, 1%, 17%, -3%, 0%, -10%
O=C(NC(=S)NCc1ccc(-c2nc3ccccc3s2)cc1)c1ccco1
    -3%[57.1 µM], -16%, -2, -2%, -13%, 7%, -2%, -2%, 0%
O=C1Nc2ccccc2OC1CC(=O)N1CCOCC1 (configuration not stated)
    13%, 3%, 3, -2%, -3%, -4%, -4%, -2%, 13%
CCN(CC)CCn1c(SCC(=O)NCc2ccccc2)nc2c(sc3ccccc32)c1=O
    -61%, -9%, -15, -1%, -17%, 136%[activator], -4%, -7%, 0%
COc1cc(CC2COC(c3ccc(O)c(OC)c3)C2COC(C)=O)ccc1O (configuration not stated)
    6.3µM*, 4%, 1, 4µM*, 3.5µM*, 10µM*, -2%, 25µM*, 22µM*
O=C(c1ccc(F)cc1)C1CCN(C(=O)c2ccc(F)cc2)CC1
    41%, -6%, 0, -7%, -5%, 47%[activator], -4%, 3%, 9%
CCOc1cc(C(=O)NCCc2ccc(S(N)(=O)=O)cc2)cc(OCC)c1OCC
    21%, 7%, -5, -10%, 10%, 20%, 2%, -2%, 12%
CCn1c(NCc2cccs2)nc2ccccc21
    17%, 2%, 2, 9%, -10%, 4%, 2%, -7%, -19%
CCn1c(/C=C/c2ccccc2)nc2ccccc2c1=O
    29%, -10%, -5, -3%, -9%, -13%, 1%, 0%, -6%
Cc1c(C)n(Cc2ccccc2)c2ccc(C(=O)NCc3ccc(OC(C)C)cc3)cc12
    -3%, 78%[activator], -6, ·, -11%, 11%, 0%, -8%, -2%
CCOCCCN(C)C1CCN(S(=O)(=O)c2csc(C(N)=O)c2)CC1
    18%, -3%, -4, -9%, 4%, 1%, -3%, 0%, -4%
COc1ccc2c(C)cc(SCC(=O)Nc3cc(C(N)=O)cc(C(N)=O)c3)nc2c1
    25µM*, -4%, -14, 0%, 50µM*, 35µM*, -9%, -27%, -15%
Cc1cc(CNC(=O)c2cccnc2Cl)c2ccccc2n1
    11%, -1%, -15, 4%, -9%, 5%, -2%, 1%, -3%
CC[C@H]1C/C=C\Cc2ccccc2[C@H](C(=O)C[C@@H](O)CC(C)=O)OC1=O
    ·, ·, 0, -8%, -12%, 22%, -5%, ·, -1%
O=C(NC1CCCC1)C(c1cccnc1)N(C(=O)c1csnn1)c1ccc(F)cc1 (configuration not stated)
    19%, -3%, -9, 79%[activator], -16%, 0%, -3%, -4%, 2%
Cc1ccc(-c2nc(CN3CCN(c4cnccn4)CC3)c(C)o2)o1
    6%, -9%, 8, 6%, -15%, 139%[activator], -1%, -7%, -2%
CCC(C(=O)OCC(=O)Nc1ccc(OC)cc1OC)c1ccccc1 (configuration not stated)
    -6%, -18%, -2, -5%, -3%, 64%[activator], -5%, -2%, -8%
CCOc1ccc(CN2CCN(Cc3c(C)nn(CC)c3C)CC2CCO)cc1 (configuration not stated)
    40%, -5%, -1, 0%, -12%, 30%, -3%, -2%, 3%
CCc1ccc(NC(=O)CCNS(=O)(=O)c2cccc3nonc23)cc1
    -19%, -1%, 1, -1%, -2%, ?, -4%, -2%, -4%
CCOC(=O)C1CCCN(C2CC(=O)N(c3ccc(N4C(=O)CC(N5CCCC(C(=O)OCC)C5)C4=O)cc3)C2=O)C1 (configuration not stated)
    ?, -14%, -1, 3%, -12%, ?, -2%, -8%, -9%
CCOc1ccc(S(=O)(=O)c2cn(Cc3cc(C)ccc3C)c3ccc(OCC)cc3c2=O)cc1
    -7%, -18%, -1, ·, -9%, 33%[activator], -3%, -5%, -15%

# Screening results deposited in PubChem BioAssay by National Center for Advancing Translational Sciences (NCATS).
